CYP2C19 inhib – blockers of cytochrome P450 2C19 activity – biochemical, luminescence, ADME assay, primary screen; actives 21% (n = 96,000); P33261; inhibition, % at 5 µM; AID 778, 2007; CYP2C19 Supersomes, luciferin-H EGE luminescence, 30 min;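 active = CYP2C19 inhibition above a set limit at 5 µM in the primary screen, cut at about 50% in these data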;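 note: plate controls were negative control wells for no effect and 2.5 mM tranylcypromine positive control for full effect; values of inactives mirror those of a sister screen read the other way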
Target sequence (P33261 whole entry, looked up): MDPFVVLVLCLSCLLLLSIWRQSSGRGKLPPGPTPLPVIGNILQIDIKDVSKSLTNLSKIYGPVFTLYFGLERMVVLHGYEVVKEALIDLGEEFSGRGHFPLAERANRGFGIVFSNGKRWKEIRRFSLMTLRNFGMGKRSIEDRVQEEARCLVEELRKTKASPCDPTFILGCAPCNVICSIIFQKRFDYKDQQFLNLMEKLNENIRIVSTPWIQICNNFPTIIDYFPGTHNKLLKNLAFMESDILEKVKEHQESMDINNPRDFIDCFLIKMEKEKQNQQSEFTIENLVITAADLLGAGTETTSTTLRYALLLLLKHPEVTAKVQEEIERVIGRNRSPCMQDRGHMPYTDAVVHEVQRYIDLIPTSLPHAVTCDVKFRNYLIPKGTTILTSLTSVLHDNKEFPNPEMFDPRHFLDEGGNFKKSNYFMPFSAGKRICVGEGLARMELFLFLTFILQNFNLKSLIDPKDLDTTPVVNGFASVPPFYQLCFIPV
CYP2C9 inhib – blockers of cytochrome P450 2C9 activity – biochemical, luminescence, ADME assay, primary screen. P11712. CYP2C9 Supersomes, luciferin-H conversion. inhibition, % at 5 µM. actives 20% (n = 96,000). AID 777, 2007;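 active = blocking of liver enzyme CYP2C9 beyond about 50% at 5 µM, limit read from the data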; note: values of inactives mirror those of a sister screen read the other way
Target sequence (P11712 whole entry, looked up): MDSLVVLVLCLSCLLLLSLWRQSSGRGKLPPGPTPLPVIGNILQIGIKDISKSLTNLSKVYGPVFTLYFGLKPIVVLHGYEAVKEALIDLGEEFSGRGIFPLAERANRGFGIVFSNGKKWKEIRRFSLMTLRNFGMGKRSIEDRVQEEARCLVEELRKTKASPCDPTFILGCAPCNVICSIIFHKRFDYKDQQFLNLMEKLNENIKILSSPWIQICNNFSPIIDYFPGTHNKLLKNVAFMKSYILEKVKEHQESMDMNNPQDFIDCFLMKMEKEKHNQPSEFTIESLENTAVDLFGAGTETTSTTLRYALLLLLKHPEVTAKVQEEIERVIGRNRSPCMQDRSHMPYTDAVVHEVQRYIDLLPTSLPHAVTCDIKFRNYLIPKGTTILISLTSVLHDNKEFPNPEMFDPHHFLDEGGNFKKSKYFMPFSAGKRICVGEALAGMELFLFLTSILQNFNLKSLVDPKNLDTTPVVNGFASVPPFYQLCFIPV
CYP2C19 act – human CYP2C19 activators, primary screen, biochemical, luminescence; Cytochrome P450 2C19 (Homo sapiens), P33261; recombinant CYP2C19, luciferin-H EGE luminescence; stronger effect = higher value; 0 = fully inhibited enzyme, 1 = untreated enzyme; activation factor at 5 µM; 96,000 tested, under 10 active; AID 1025, 2008;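 active = activation factor of at least 2 at 5 µM in the primary screen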;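 note: 0 = wells with 2.5 mM tranylcypromine and 1 = vehicle-only wells; values of inactives mirror those of a sister screen read the other way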
VCAM1 TNFa inh – inhibitors of TNFa-induced VCAM1 expression, primary screen, imaging, HUVEC, TNFa stimulus, immunofluorescence; actives 0.48% (n = 95,000); inhibition, % at 2 µM; HUVEC TNFa-induced VCAM-1 immunofluorescence, high-content imaging;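 active = inhibition above the batch mean plus 3 SD, with images confirmed as a hit by eye, cut at about 37% in these data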;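 note: 0% = TNF-stimulated DMSO wells and 100% = unstimulated control wells; not every result past the cut was called active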
HUVEC tox IL1B – cytotoxicity in IL-1B stimulated HUVEC, primary screen, cytotoxicity control for IL-1B NFkB translocation project, imaging, Hoechst nuclear count, IL-1B stimulus | HUVEC cell count loss | cell count reduction, % at 2 µM | actives 0.41% (n = 94,000);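 active = cell count reduction more than 3 SD above the screen-wide mean, cut at about 70% in these data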;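 note: normalized per plate to untreated control cells as the no-loss baseline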
TNFa cytotox – cytotoxicity in TNFa-stimulated HUVEC, primary screen, cytotoxicity control for VCAM1 expression modulator project, imaging, Hoechst nuclei count; HUVEC TNFalpha-stimulated, Hoechst cell count; cell count reduction, % at 2 µM; actives 0.17% (n = 93,000); AID 848, 2007;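 active = cell count reduction exceeding the screen mean by over 5 SD, scaled to untreated wells per plate, cut at about 78% in these data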;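 note: cells counted after 24 h of TNF alpha exposure following the 1 h pretreatment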
Candida biofilm – clotrimazole potentiators killing Candida biofilms, primary screen, with clotrimazole, Alamar Blue | C. albicans biofilm + clotrimazole | inhibition, % at 6 µM | actives 0.14% (n = 85,000) | AID 834, 2007;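 active = inhibition above 20%; inactive = inhibition below 20%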;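 note: preformed 24 hr biofilms exposed to compound for 48 hr; 0% = biofilm without compound and 100% = blank killed by clotrimazole plus chlorhexidine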
DAT uptake mod – changed hDAT dopamine uptake under cocaine IC80, either direction, primary screen, cocaine antagonist project, cell-based, LLC-PK1 hDAT, [14C]-dopamine uptake, MLSMR; Sodium-dependent dopamine transporter (Homo sapiens), Q01959; LLC-PK1 hDAT cells, [14C]-dopamine uptake with cocaine IC80; actives deviate in either direction; actives 1.3% (n = 110,000); B-score at 10 µM;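 active = Z score or B-score, a plate-position-corrected score, falls beyond the plate's 99.7% confidence bounds, in either direction; inactive = both scores lie inside the 99.7% bounds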;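 note: scored against the spread of the other compound wells on the same plate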
CYP2C9 act – human CYP2C9 activators, primary screen, biochemical, luminescence. Cytochrome P450 2C9 (Homo sapiens), P11712. AID 1024, 2008. activation factor at 5 µM. recombinant CYP2C9, luciferin-H conversion; stronger effect = higher value; factor 1 = untreated enzyme, 0 = blocked. actives 1.4% (n = 96,000);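 active = activation factor of 2 or more for CYP2C9 at a 5 µM dose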;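 note: 0 = sulfaphenazole-blocked wells and 1 = vehicle-only wells; values of inactives mirror those of a sister screen read the other way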
The depositor's hits bear a star; · = not tested or not shown.

structure	CYP2C19 inhib	CYP2C9 inhib	CYP2C19 act	VCAM1 TNFa inh	HUVEC tox IL1B	TNFa cytotox	Candida biofilm	DAT uptake mod	CYP2C9 act
N/C(=N\S(=O)(=O)c1cccs1)c1ccccc1	92*	-47	0.1	15	-7	-13	6	0.37	1.5
O=c1oc2ccccc2cc1-c1csc(NN=C2CCCCC2)n1	86*	78*	0.1	-6	-26	6	·	0.38	0.2
CCOC(=O)c1[nH]c(C)c(CN(CCc2ccc(OC)c(OC)c2)C(=O)CCCC(=O)O)c1C	14	6	0.9	-2	14	-22	9	-0.12	0.9
COc1ccccc1NC(=O)Cn1c(=O)n2nc(C)nc2c2ccccc21	24	20	0.8	9	0	-25	11	-0.3	0.8
CCC(C)[C@H](N)c1nnc(SCC(=O)c2ccc(Cl)cc2)o1 (stereo partly specified)	100*	71*	0	24	-8	-22	6	-0.0037	0.3
COc1ccc2oc(=O)c(-c3nnc(NCc4ccco4)s3)cc2c1	10	30	0.9	6	21	-29	2	0.4	0.7
O=C(NCc1ccco1)c1ccc(Cl)c(S(=O)(=O)N2CCOCC2)c1	32	30	0.7	8	19	-32	4	0.64	0.7
Cc1nc(NC(=O)/C=C/c2ccccc2)sc1C(=O)Nc1ccccc1	1	-14	1	-16	-18	·	·	0.19	1.1
Cn1c(CSc2nc3ccccc3s2)nnc1SCC(=O)NCCN1CCOCC1	-19	-14	1.2	·	·	·	6	-0.77	1.1
Cc1cccc(NCN2C(=O)c3ccncc3C2=O)n1	·	·	·	15	-25	11	4	-0.089	·
Cc1ccc(NC(=O)CSc2nnc(-c3cccnc3)n2-c2ccc(C)cc2)cc1	·	·	·	-20	0	-13	9	-0.13	·
O=c1[nH]nc(CNc2ccc(O)cc2)c2ccccc12	6	40	0.9	-9	-21	-18	3	-0.34	0.6
Cc1cccc(Nc2ccccc2C(=O)OCC(=O)N(C)C2CCS(=O)(=O)C2)c1C (stereo unspecified)	-5	-13	1	-8	24	13	·	0.14	1.1
Cc1cccc(-n2ncc3c(NCCCO)ncnc32)c1	4	64*	1	17	6	-35	5	0.32	0.4
COc1cccc(N(C(C)=O)c2nc(C)cc(C)c2C#N)c1	26	3	0.7	16	-21	-8	11	0.65	1
CC(=O)C(=Nc1ccc(Cl)cc1Cl)NNc1cccc(Cl)c1	99*	100*	0	10	1	-22	3	-1.5	0

Just TNFa cytotox, VCAM1 TNFa inh and CYP2C19 act, for some of the entries so far:
SMILES | TNFa cytotox | VCAM1 TNFa inh | CYP2C19 act
Cn1c(CSc2nc3ccccc3s2)nnc1SCC(=O)NCCN1CCOCC1 | · | · | 1.2
Cc1cccc(NCN2C(=O)c3ccncc3C2=O)n1 | 11 | 15 | ·

Additional compounds:
structure	CYP2C19 inhib	CYP2C9 inhib	CYP2C19 act	VCAM1 TNFa inh	HUVEC tox IL1B	TNFa cytotox	Candida biofilm	DAT uptake mod	CYP2C9 act
CCOC(=O)c1ccc(NC(=O)CC2OCCN(CC)C2=O)cc1 (stereo unspecified)	6	-2	0.9	-35	7	·	0	-0.093	1
Cc1c(C(=O)OCC(=O)N2CC(=O)Nc3ccccc32)oc2ccc(Br)cc12	-26	-29	1.3	-23	-4	-14	·	-0.66	1.3
COc1ccc(C2C(=O)N(C3CCCCC3)CC(=O)N2C2CCCCC2)cc1 (stereo unspecified)	31	53*	0.7	19	·	-13	-1	0.1	0.5
O=C(CSc1nc(-c2ccccc2)cc(=O)[nH]1)Nc1ccccn1	-14	4	1.1	3	-2	-4	1	0.6	1
Cc1cc(C)cc(N(CC(=O)N2CCc3ccccc32)S(=O)(=O)c2c(C)noc2C)c1	5	12	1	16	-13	-25	14	0.052	0.9
CCOc1cc2nc(-c3ccc(OC)c(OC)c3)nc(NCCCN3CCOCC3)c2cc1OC	22	6	0.8	0	·	-16	2	-0.22	0.9
Cc1cc(-n2nc(C)cc2C)n2nc(C)c(-c3ccc(Cl)cc3)c2n1	-17	25	1.2	-1	15	-4	7	1.3	0.8
O=C(NC1(C(F)(F)F)C(=O)Nc2c1c(=O)[nH]c(=O)n2-c1ccc(F)cc1)c1cccnc1 (stereo unspecified)	-12	-4	1.1	-3	-14	4	10	-0.28	1
Cc1cccc(S(=O)(=O)Nc2cccc(-c3cn4ccsc4n3)c2)c1	80*	91*	0.2	-10	-8	-8	·	0.86	0.1
CCCN1C(=O)SC(CC(=O)Nc2ccc(C)cc2)C1=O (stereo unspecified)	·	·	·	-36	2	-12	11	-0.64	·
COC(=O)c1ccc(NS(=O)(=O)c2cc(C)ccc2OC)cc1	13	55*	0.9	14	37	-9	7	-0.81	0.4
c1csc(C2Nc3cccc4cccc(c34)N2)c1	43	12	0.6	9	-6	-8	·	-0.27	0.9
CCOC(=O)c1ccc(NC(=O)CC2Sc3ncnn3C2=O)cc1 (stereo unspecified)	-4	13	1	15	-7	-4	-2	-0.21	0.9
COC(=O)c1[nH]c2c(c1C)C(=O)CC(c1ccc(C)cc1)C2 (stereo unspecified)	1	31	1	8	-41	-9	9	-1.1	0.7
CCOC(=O)C1CCN(c2nc3ccccc3nc2C(C#N)C(=O)OC(C)C)CC1 (stereo unspecified)	92*	17	0.1	-12	4	·	4	1.1	0.8
CC1=CC(C)(C)Nc2ccc(OC(=O)c3ccco3)cc21	78*	-46	0.2	-8	-81	-32	·	-1.1	1.5
Cc1nn(CCO)c(C)c1Oc1ccccc1O	4	-10	1	6	-19	-35	-4	-2.2	1.1
CCC(Oc1ccccc1)C(=O)Nc1ccc(S(=O)(=O)N2CCOCC2)cc1 (stereo unspecified)	·	·	·	1	-1	-11	1	0.026	·
O=C(Cn1ccc([N+](=O)[O-])n1)NCc1cccs1	1	-2	1	8	-24	-9	·	-0.7	1
N#CC1=C2C=Cc3ccccc3N2CCCC1=O	18	-19	0.8	·	·	·	-4	0.45	1.2
Cc1ccccc1CN1CCN(S(C)(=O)=O)CC1	·	·	·	-3	-23	-12	6	0.033	·
CCOc1ccc(OCCCCNCCN)cc1	6	4	0.9	6	·	-7	-1	·	1
O=c1cc(-c2ccc(Cl)c(Cl)c2)[nH][nH]1	10	0	0.9	1	1	-23	-6	-0.38	1
COC(=O)CN1C(=O)Nc2ccc(Br)cc2C1c1ccccc1Cl (stereo unspecified)	44	25	0.6	-26	-7	-9	2	0.72	0.8
CCc1ccc(CNC(=O)C2CCCN(c3nc4ccccc4o3)C2)cc1 (stereo unspecified)	66*	45	0.3	2	-8	-8	2	0.52	0.6
Cc1cc(=O)oc(C)c1C(=O)N1CCc2c([nH]c3ccccc23)C1C(C)C (stereo unspecified)	50*	19	0.5	0	-9	-18	6	0.94	0.8
O=C(N/N=C/c1ccc(Cl)cc1Cl)C1CCN(c2ncc(C(F)(F)F)cc2Cl)CC1	8	12	0.9	-1	-12	-8	·	0.28	0.9
CC1=C(C(=O)Nc2ccc([N+](=O)[O-])cc2)C(c2cccc(C(F)(F)F)c2)NC(=S)N1c1ccccc1 (stereo unspecified)	15	89*	0.9	17	-17	-12	·	-0.68	0.1
CC1=C(C(=O)OCC(C)C)C(c2ccc(F)cc2)NC(=O)N1 (stereo unspecified)	90*	29	0.1	13	·	18	8	0.45	0.7
O=C(CSc1nnc(CNc2cccc(Cl)c2)o1)OC1CCCCC1	29	39	0.7	9	-5	-8	5	-2.1	0.6
CC(=O)c1cc(C#N)c(SCC(=O)C(C)(C)C)nc1C	34	22	0.7	·	·	·	-2	0.45	0.8
CCOC(=O)c1[nH]c2ccc(Br)cc2c1NC(=O)CCN1CCC(C)CC1	58*	24	0.4	-6	8	-2	3	1	0.8
CCCCNCCCOc1cccc(Cl)c1Cl	27	-26	0.7	17	·	-4	-5	1	1.3
CCc1nc(C)ccc1OCC(=O)NCCCN(C)C	2	-17	1	11	6	-19	9	0.3	1.2
Cc1cc(C)n(Cc2ccc(C(=O)O)cc2)n1	11	4	0.9	2	-2	-20	4	-0.14	1
NCCCNC(=O)c1cc2ccccc2[nH]1	16	44	0.8	·	·	·	5	-0.19	0.6
CC(=O)Nc1ccc(NC(=O)C(C)OC(=O)c2ccc(OCc3c(C)noc3C)cc2)cc1 (stereo unspecified)	-13	6	1.1	3	2	-9	·	-0.63	0.9
CSc1nncc(=O)[nH]1	-9	-13	1.1	10	3	-31	6	-0.41	1.1
O=c1[nH]ncn1-c1cccc(C(F)(F)F)c1	-1	6	1	1	18	-5	·	-0.47	0.9
Nc1ccc(-n2cnc3cc([N+](=O)[O-])ccc32)cc1	38	8	0.6	9	1	-25	·	-0.24	0.9
O=C(CN1C(=O)CSc2ccccc21)Nc1ccccc1C(=O)N1CCOCC1	8	6	0.9	·	·	·	6	-2.2	0.9
CC(=O)Nc1nonc1NC(=O)CSc1nc2ccccc2o1	53*	36	0.5	-1	8	-22	8	-0.0073	0.6
CC1=C(C#N)C(C)C2=C(CC(C)(C)CC2=O)N1 (stereo unspecified)	13	6	0.9	·	·	·	4	1.2	0.9
c1coc(-c2nnc(-c3cccs3)o2)c1	30	0	0.7	23	8	-15	6	0.024	1
Cc1ccc(-c2nnn(CC(=O)Nc3ccc4nn(-c5ccccc5)nc4c3)n2)o1	3	4	1	0	-40	-29	5	0.56	1
COc1ccc(-c2cc(C(=O)Nc3cc(C)n(Cc4ccc(Cl)cc4)n3)no2)cc1OC	2	-1	1	52*	-6	59	7	0.28	1
O=C(O)Cc1ccc(NC(=O)C2CC=CCC2C(=O)O)cc1 (stereo unspecified)	-10	-16	1.1	55*	3	57	5	-0.89	1.2
COc1ccc2nc(NC(=O)C(NS(=O)(=O)c3cccs3)C(C)C)sc2c1 (stereo unspecified)	55*	63*	0.4	16	-17	-20	2	0.53	0.4
Cc1ccc(CN2CCN(/N=C/c3ccco3)CC2)c(C)c1	·	·	·	12	-33	-23	1	-0.23	·
C=CCn1c(SCC(=O)Nc2cc(C)ccc2OC)nnc1-c1ccco1	98*	43	0	-10	-39	-8	0	2.4	0.6
O=C(COC(=O)CCC(=O)c1cccs1)NCc1ccco1	5	3	0.9	-18	-18	-26	12	-0.39	1
Cn1nnnc1SCc1cc(=O)n2ccsc2n1	16	6	0.8	8	10	17	6	-0.54	0.9
COc1cccc2[nH]c3c(N4CCN(Cc5ccc6c(c5)OCO6)CC4)ncnc3c12	94*	85*	0.1	3	-15	-11	-11	·	0.2
COc1ccc(N2CCN(C(=O)c3ccncc3)CC2)cc1	79*	39	0.2	-7	29	-8	-2	-0.84	0.6
COc1ccc(S(=O)(=O)NCc2ccc3c(c2)OCO3)cc1C(=O)O	-11	-44	1.1	·	33	·	2	0.11	1.4
